Compound activity from PubChem.
BioA inh = blocks M. tuberculosis BioA enzyme activity; inhibition, % at 9.99 µM; AID 602481; 360,000 compounds, 0.096% hits; purified M. tuberculosis BioA enzyme, plate reader; in the data active means inhibition above about 40%; inconclusive means no clear call, values can overlap the other calls
BoNT-A LC inh2 = blocks Botulinum neurotoxin A light chain protease; multiplex microsphere protease substrate cleavage, flow cytometry; inhibition, % at 10 µM; 360,000 compounds, 0.17% hits; further: plate controls were buffer without enzyme for full effect and enzyme alone for no effect
FadD28 binding = inhibitors of Mycobacterium tuberculosis FadD28 bisubstrate binding; FadD28 bisubstrate probe binding, fluorescence polarization; inhibition, % at 12.5 µM; 360,000 compounds, 0.22% hits; in the data active means inhibition above about 8.5%, passing the limit was not always enough; inconclusive means no clear call, values can overlap the other calls
BoNT-F LC inh = BoNT F light chain protease inhibition; Multiplex microsphere protease cleavage assay, flow cytometry; inhibition, % at 10 µM; 360,000 compounds, 0.22% hits; AID 588497; in the data active means inhibition above about 35%, passing the limit was not always enough; inconclusive means no clear call, values can overlap the other calls; further: plate controls were buffer without enzyme for full effect and enzyme alone for no effect
PfHsp40 yeast = restores yeast growth despite PfHsp40 toxicity | growth rescue, % at 12.5 µM | 340,000 compounds, 0.68% hits | S. cerevisiae expressing PfHsp40, growth rescue, ATP luminescence; in the data active means growth rescue above about 28%, passing the limit was not always enough; inconclusive means no clear call, values can overlap the other calls;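 further: yeast W303a lacking pdr1 and pdr3 grown in galactose medium; growth measured after three days at 30 °C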
Mtb UGM inh = Mtb UDP-galactopyranose mutase inhibition. P9WIQ1. AID 504406. inhibition, % at 10 µM. purified UGM, fluorescence polarization probe displacement. 320,000 compounds, 0.06% hits; in the data active means inhibition above about 10%, passing the limit was not always enough; inconclusive means no clear call, values can overlap the other calls
GDH-TPI counter = counter-screen for M. tuberculosis FBA inhibitors: GDH-TPI coupled enzymes; GDH-TPI coupled enzyme counterscreen, NADH absorbance; inhibition, % at 4.8 µM; 360,000 compounds, 1.2% hits; in the data active means inhibition above about 30%;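 further: 0% = DMSO wells and 100% = wells lacking the enzyme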
Anthrax LF prot = blocks Bacillus anthracis lethal factor protease; multiplex microsphere protease cleavage assay, LF; inhibition, % at 10 µM; 360,000 compounds, 0.12% hits; AID 588501; further: plate controls were buffer without enzyme for full effect and enzyme alone for no effect
Target sequence (P15917 whole entry, looked up): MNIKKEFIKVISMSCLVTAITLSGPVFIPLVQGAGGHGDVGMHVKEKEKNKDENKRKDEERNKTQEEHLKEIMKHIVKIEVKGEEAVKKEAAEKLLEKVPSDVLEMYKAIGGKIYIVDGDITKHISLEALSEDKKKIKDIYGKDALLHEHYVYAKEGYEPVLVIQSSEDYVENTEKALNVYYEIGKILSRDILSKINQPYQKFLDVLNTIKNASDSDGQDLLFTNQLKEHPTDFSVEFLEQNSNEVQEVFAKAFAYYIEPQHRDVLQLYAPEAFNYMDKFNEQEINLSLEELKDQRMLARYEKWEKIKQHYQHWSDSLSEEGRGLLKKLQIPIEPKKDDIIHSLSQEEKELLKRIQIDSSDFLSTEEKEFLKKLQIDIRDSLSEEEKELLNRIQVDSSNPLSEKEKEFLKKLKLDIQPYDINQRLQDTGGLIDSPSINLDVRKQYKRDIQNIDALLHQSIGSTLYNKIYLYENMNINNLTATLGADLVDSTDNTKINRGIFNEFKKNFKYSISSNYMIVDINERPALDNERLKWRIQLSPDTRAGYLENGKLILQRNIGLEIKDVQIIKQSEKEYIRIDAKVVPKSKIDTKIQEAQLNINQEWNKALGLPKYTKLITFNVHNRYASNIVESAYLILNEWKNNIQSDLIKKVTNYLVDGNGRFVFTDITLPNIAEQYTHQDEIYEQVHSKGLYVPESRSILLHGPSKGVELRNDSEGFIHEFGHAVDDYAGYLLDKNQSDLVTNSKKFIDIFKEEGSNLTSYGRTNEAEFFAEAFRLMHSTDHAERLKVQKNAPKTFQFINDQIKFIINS
FBA Mtb inh = inhibitors of M. tuberculosis fructose-bisphosphate aldolase; P9WQA3; purified M. tuberculosis FBA, fluorescence read-out; inhibition, % at 1 µM; 360,000 compounds, 2.3% hits; AID 588726; in the data active means inhibition above about 27%;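 further: 0% = vehicle and 100% = reference inhibitor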
An asterisk follows results filed as active; ? = inconclusive; / = not tested or not shown. Unless noted, no stated cut-off is given here; in the data, active means inhibition above about 30%; inconclusive means no clear call, values can overlap the other calls; inactive means below that.

compound | BioA inh | BoNT-A LC inh2 | FadD28 binding | BoNT-F LC inh | PfHsp40 yeast | Mtb UGM inh | GDH-TPI counter | Anthrax LF prot | FBA Mtb inh
NS(=O)(=O)c1ccc(NC(=O)CSc2ncnc3ccccc23)cc1 | / | -1.1 | -3.7 | 2 | -1.4 | 0.0 | 0 | -3 | 2
O=C(O)/C=C\c1cccc(-n2nnnc2SCc2ccccc2F)c1 | -3.3 | 2.7 | 0.4 | -28 | -1.4 | -3.7 | 5 | 5 | 0
Oc1ccc(/C=N/N=C/c2ccc(O)c(O)c2)cc1O | -0.6 | -15 | 2.7 | -49 | 1.0 | 4.9 | 43* | 4 | 0
COc1cccc(NC(=O)C(NCCc2ccc(S(N)(=O)=O)cc2)c2ccccc2)c1 (stereo unspecified) | 2.2 | -0.4 | / | -4 | -2.1 | 3.5 | 5 | -4 | -3
COc1ccc(NC(=O)NC(C)C2CC3CCC2C3)cc1 (stereo unspecified) | / | -0.4 | -0.8 | -9 | 0.4 | -2.3 | 4 | 0 | 0
Cc1ccc(S(=O)(=O)N(C)c2ccc(N)cc2)cc1 | -1.0 | -0.5 | 0.0 | 0 | 0.8 | -0.1 | -2 | -3 | 0
CC1(c2cnc(Nc3ccccc3)s2)CCC(=O)O1 (stereo unspecified) | 2.7 | 0.7 | -1.1 | -16 | -1.0 | -0.8 | 0 | -1 | -3
Nc1nc(-c2ccccc2)c(N=Nc2cccnc2)s1 | / | -1.1 | -3.2 | -12 | -1.2 | 2.4 | 6 | -6 | -23
O=c1cc(O)c2c(=O)n(-c3ccccc3)c3c(c2o1)CCCCCC3 | -1.2 | 0.9 | -3.1 | -3 | 5.3 | 0.7 | 2 | -1 | 1
CCOC(=O)N1CCN(C(=O)c2cccn3c(=O)c4cc(Cl)ccc4nc23)CC1 | 0.6 | 0.8 | 0.8 | 5 | 0.0 | 0.1 | 11 | -2 | 5
O=C(Nc1ccccc1)/C(=C\c1ccncc1)NC(=O)c1ccccc1 | 0.4 | -1.4 | 1.1 | 1 | -0.5 | 1.7 | 7 | -6 | 2
O=C(O)c1ccc2c(=O)n(-c3ccccc3F)c(=S)[nH]c2c1 | / | 0.0 | -3.3 | -2 | -0.2 | -0.3 | 1 | -4 | 9
Cc1cc(C(=O)Nc2c[nH]c(=O)[nH]c2=O)ccc1[N+](=O)[O-] | / | 0.1 | -3.9 | -4 | -2.4 | 1.2 | 1 | -1 | -7
CCC1NC(=S)N(C2CCCCC2)C1=O (stereo unspecified) | 1.1 | 0.7 | 0.0 | 0 | 1.1 | -2.1 | -3 | -4 | -3
COc1ccc(/C=C/C(=O)C(C)(C)C)cc1OC | 0.5 | 2.9 | -4.3 | 24 | -1.0 | 1.1 | 20 | 2 | 0
O=C(NCc1ccc(Cl)cc1)C(=O)NCC(c1cccnc1)N1CCN(c2ccc(F)cc2)CC1 (stereo unspecified) | / | 0.1 | -0.5 | 2 | 1.1 | 0.9 | -4 | -1 | -2
COc1cc([N+](=O)[O-])c2ncccc2c1[N+](=O)[O-] | / | -0.3 | -2.2 | -3 | / | / | / | -7 | -2
Cc1ccc(S(=O)(=O)N(C)Cc2cc3ccccc3[nH]c2=O)cc1 | -0.8 | 0.4 | 0.0 | -2 | 0.2 | -1.5 | -3 | -9 | 2
COc1ccc(-c2cc(C(=O)N3CCN(c4ccccc4OC)CC3)no2)cc1OC | / | 0.2 | -2.1 | -4 | 1.7 | 3.4 | -2 | 0 | 6
CC1=C2[C@@H]3OC(=O)[C@H](C)C3CC[C@@]2(C)C=CC1=O (stereo partly specified) | -0.5 | -3.1 | -4.0 | -14 | -1.3 | -1.5 | -6 | -6 | -1
O=c1cc(O)sc2ccccc12 | / | -1.4 | -2.6 | -27 | 0.6 | -0.1 | 1 | -4 | -4
O=C(CSc1ccccc1)N1CCN(C(=O)c2ccco2)CC1 | / | 0.0 | -1.8 | -4 | -1.1 | 2.8 | -4 | -6 | -4
COc1ccc(/C=C/c2cc(C(F)(F)F)on2)cc1 | -0.6 | -0.4 | -1.7 | 40* | 0.5 | -2.6 | 6 | 10 | 1
CCN(CC)c1ccc(NC(=O)C2CCCN(S(=O)(=O)c3cccnc3)C2)c(C)c1 (stereo unspecified) | -0.8 | -0.1 | -0.8 | 5 | -0.9 | 0.3 | 3 | -1 | 3
O=C(O)CSc1nnc2c(n1)[nH]c1ccccc12 | / | -0.2 | -2.4 | 2 | 0.3 | 0.0 | 19 | 1 | -2
O=S(=O)(Nc1ccc(S(=O)(=O)Nc2ccccc2)cc1)c1ccccc1 | -1.7 | 1.6 | 0.9 | 5 | -0.2 | 3.8 | -2 | -8 | -1
CCOC(=O)N1CCN(C(=O)CCCn2nc(C)c3sc4ccccc4c3c2=O)CC1 | 1.1 | -0.2 | -2.0 | -3 | 3.9 | 0.4 | 8 | 0 | 0
C/C(=N\NC(=O)CCCCCNC(=O)c1ccccc1)c1ccccc1O | / | -0.4 | -1.7 | 3 | -0.1 | -2.2 | 3 | 1 | -2
Cc1ccc(OCC(=O)Nc2ccccc2C(=O)N2CCCCC2)cc1 | 0.0 | 0.0 | -0.2 | 5 | -0.7 | 0.3 | 3 | 1 | -2
CC(C)CCNC(=O)CN(Cc1ccccc1Cl)C(=O)CCC(=O)Nc1ccccn1 | / | 0.7 | 0.7 | -1 | 0.9 | -1.5 | -4 | -11 | 1
CN(Cc1cccc(C(F)(F)F)c1)Cc1nc(-c2cnccn2)no1 | -0.5 | 0.3 | 0.1 | -8 | -3.1 | -1.2 | 7 | 1 | 2
CCc1ccc2oc(C(=O)Nc3cccnc3)c(C)c2c1 | 5.6 | 1.5 | -1.8 | 23 | -0.8 | -0.5 | 14 | -5 | 0
CCc1c(C)n2nc(C)cc2[nH]c1=O | / | 1.5 | 0.3 | 1 | 0.6 | 1.5 | 4 | -3 | 16
O=C(COC(=O)c1ccccn1)NCc1cccs1 | -1.8 | ? | 0.0 | ? | 0.1 | 1.5 | -1 | ? | 4
COc1cc(CN2C[C@@H](CO)O[C@@H](n3cnc4c(NCCCO)ncnc43)C2)cc(OC)c1OC | 0.4 | -0.1 | -2.9 | 2 | / | / | -6 | 2 | 0
O=C1c2nccnc2C(=O)N1c1ccc(F)cc1 | / | -0.7 | 0.7 | 5 | -0.2 | 0.5 | 7 | 0 | -2
CCOC(=O)Nc1ccc(C(N)=O)cc1 | -0.3 | -0.1 | 0.9 | -5 | -1.0 | -1.2 | 0 | -1 | 1
CCOc1ccc2nc(NS(=O)(=O)Cc3ccccc3)sc2c1 | -0.7 | -0.5 | 0.2 | -2 | 24 | 1.2 | -5 | -8 | 1
CNC(=O)O/N=C(\N)Cc1csc2ccc(Cl)cc12 | / | -0.1 | -2.6 | -9 | -1.0 | -1.2 | -4 | -10 | 1
Cn1ncc(Cl)c1C(=O)N/N=C/c1ccccn1 | -2.3 | -1.8 | -2.2 | -16 | -0.6 | 0.7 | -1 | -4 | 0
CCOC(=O)N1CCN(C(=S)Nc2ccc(C)c(C)c2)CC1 | -0.8 | 0.3 | -1.1 | -5 | -0.4 | 1.0 | 4 | -5 | 2
O=C(NCC1CCCO1)c1ccc(CNS(=O)(=O)c2ccc(F)c(Cl)c2)cc1 (stereo unspecified) | / | -0.2 | -1.3 | -2 | -0.9 | -0.7 | -1 | -3 | 2
COc1cc(NC(=O)c2cccc3c(-c4cccnc4)coc23)cc(OC)c1OC | 1.2 | -0.5 | -2.3 | -3 | / | / | 14 | 3 | 2
Cc1ccc2c(C)c(C(=O)NCCN3CCCC(O)C3)oc2c1C (stereo unspecified) | -2.6 | 2.8 | -0.9 | 7 | -1.0 | -0.5 | 7 | 0 | 4
O=C(CSc1nc2ccccc2o1)N1c2ccccc2Sc2ccc(Cl)cc21 | 0.6 | 4.1 | -0.1 | 2 | 1.1 | -3.6 | 5 | 1 | 2
O=C(CCCCCCCC(=O)N1CCCCC1)N1CCCCC1 | 4.9 | 0.2 | -3.3 | -4 | 1.3 | / | 4 | -1 | -4
O=c1c2cc(Br)ccc2[nH]c(=S)n1Cc1ccccc1 | 0.9 | -0.5 | -11 | 5 | -1.0 | -0.1 | 3 | 15 | -1
C#CCSc1nnnn1-c1ccc(Br)c(C)c1 | 1.4 | 1.9 | -0.9 | 14 | 0.9 | -3.0 | 15 | -4 | -2
Cc1c(C(=O)C(=O)NCc2cccs2)c2ccccc2n1C | / | -0.5 | -1.5 | -2 | -0.2 | -2.8 | 6 | -6 | 0
Cc1cccc(N(C(=O)c2snc(C(N)=O)c2N)C(C(=O)NC2CCCC2)c2ccco2)c1 (stereo unspecified) | -0.1 | 0.0 | 0.2 | -2 | -0.4 | / | 21 | 3 | 4
CCOc1ccc2c(c1)n([O-])c1c([n+]2=O)CCCC1 | -0.8 | 1.1 | 0.6 | -11 | 0.9 | / | 3 | 1 | 0
CC(O)(c1cccc(F)c1)c1nc(-c2cccc(C(=O)O)c2)cs1 (stereo unspecified) | -2.2 | -0.6 | -3.8 | -8 | / | / | 6 | -4 | 2
COc1ccc(OC)c(C2C(C(=O)c3cccs3)=C(O)C(=O)N2c2cc(C)on2)c1 (stereo unspecified) | -1.1 | 0.2 | -3.6 | -5 | 0.5 | -0.3 | 8 | 1 | 3
CCOC(=O)N1CCN(C(=O)COc2ccc(Cl)cc2)CC1 | -0.1 | -1.2 | -1.1 | -14 | -2.0 | 2.1 | 1 | -5 | 3
CC(C)(CC(=O)O)CC(=O)Nc1ccc(Cl)c(Cl)c1 | / | ? | -4.3 | ? | ? | -1.4 | -3 | -4 | 0
CC(C)(O)c1cc2ccc(C#Cc3ccsc3)cc2c(=O)o1 | -0.2 | -0.4 | -4.6 | -5 | 16 | 0.7 | 9 | 3 | 50*
CS(=O)(=O)N(CC(=O)NCc1ccco1)c1ccc2c(c1)OCO2 | -0.6 | 2.8 | 0.9 | 10 | -0.8 | -0.3 | 9 | 4 | 1
CC(C)(C)OC(=O)N1CCC(C(N)=O)CC1 | -1.2 | -2.3 | -1.2 | -9 | 0.8 | -0.4 | 2 | -19 | 6
Cc1cc(=O)n(CNC(=O)c2ccccc2)c(=S)[nH]1 | 0.3 | 1.2 | -0.6 | -4 | -0.6 | 1.1 | 10 | 1 | 1
CC1CCN(CCCCOc2cccc(C(C)C)c2)CC1 | 0.1 | -2.9 | -1.4 | -7 | 3.4 | -2.1 | 10 | -2 | 2
